Rac1 wt modul: human Rac1 wildtype GTP binding, inhibitors and activators; GST-Rac1 beads, fluorescent GTP binding, flow cytometry; actives lie on both sides; 0 = cold GTP competed, 100 = untreated; GTP binding activity (% of control), % at 10 µM; 190,000 tested, 0.27% active;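 active = GTP binding activity at least 20 points away from the 100% control level, either lower or higher; inconclusive = compound flagged as likely green fluorescent, judged across all proteins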
Cdc42 wt GTP: changes GTP binding to wildtype human Cdc42. P60953. GST-Cdc42 beads, Bodipy-GTP binding, flow cytometry; actives lie on both sides. percent activity (GTP binding), % at 10 µM. 190,000 tested, 0.2% active. AID 761;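 active = percent activity GTP binding at least 20 points away from the 100% baseline, either down as inhibitor or up as activator; inconclusive = compound flagged as likely green fluorescent from well-wide comparison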;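 also: median bead fluorescence of bound Bodipy-FL-GTP at 100 nM; 0% = excess unlabeled GTP control and 100% = no compound control; below 100% means less GTP binding so inhibitor and above means activator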
Target sequence (P60953 whole entry, looked up): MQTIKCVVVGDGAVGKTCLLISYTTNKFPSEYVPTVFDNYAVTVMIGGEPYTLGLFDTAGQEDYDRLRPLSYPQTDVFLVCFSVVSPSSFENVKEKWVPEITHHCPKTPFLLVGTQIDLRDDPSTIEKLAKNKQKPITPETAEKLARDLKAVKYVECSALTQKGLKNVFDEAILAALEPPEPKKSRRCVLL
Mcl1 Bid PPI: Mcl-1/Bid interaction inhibition; Q07820; TR-FRET Mcl-1/Bid-Dy647 peptide binding, 1536-well; 220,000 tested, 0.97% active; AID 1021; inhibition, % at 21.7 µM;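 active = compounds that cut the binding signal by more than half at the single screening dose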;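 also: His-tagged Mcl-1 with europium anti-His antibody binding Bid BH3 peptide; 0% = Mcl-1 plus peptide wells and 100% = peptide-only wells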
Target sequence (Q07820 whole entry, looked up): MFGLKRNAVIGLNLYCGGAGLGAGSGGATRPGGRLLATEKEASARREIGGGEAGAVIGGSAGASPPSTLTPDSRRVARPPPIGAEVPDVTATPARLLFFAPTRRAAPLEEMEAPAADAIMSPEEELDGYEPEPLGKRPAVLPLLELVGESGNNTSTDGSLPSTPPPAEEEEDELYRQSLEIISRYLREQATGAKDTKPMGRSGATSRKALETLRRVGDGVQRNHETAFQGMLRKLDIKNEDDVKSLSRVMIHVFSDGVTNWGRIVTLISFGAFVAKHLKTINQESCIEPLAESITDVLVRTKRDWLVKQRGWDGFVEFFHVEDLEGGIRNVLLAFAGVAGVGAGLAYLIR
Rac1 mut GTP: human Rac1 activated mutant GTP binding change; AID 764; 190,000 tested, 0.11% active; percent activity (GTP binding), % at 10 µM; GST-Rac1 activated beads, fluorescent GTP binding, flow cytometry; actives lie on both sides; 100% means binding = to untreated wells; P63000;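 active = GTP binding at least 20 percentage points away from the 100% baseline, in either direction, so actives lie on both sides; inconclusive = Compound likely fluorescent itself, or too few beads counted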
Mcl1 Noxa PPI: disrupts binding of human Mcl-1 to Noxa peptide | Q07820 | TR-FRET Mcl-1/Noxa peptide binding, 2 h | inhibition, % at 21.7 µM | 220,000 tested, 1.5% active | AID 1022;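 active = compounds that cut the protein-peptide binding signal by more than 50% relative to plate controls in a single-dose test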;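 also: His-tagged Mcl-1 with rhodamine Noxa BH3 peptide and terbium anti-His antibody; 0% = Mcl-1 plus Noxa peptide wells and 100% = peptide-only wells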
Rab7 wt GTP bind: alters GTP binding to wildtype dog Rab7; GST-Rab7 beads, fluorescent GTP binding, flow cytometry; actives lie on both sides; untreated = 100%, excess cold GTP = 0%; GTP binding activity (percent of control), % at 10 µM; 190,000 tested, 0.055% active;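 active = fluorescent GTP binding to Rab7 beads changed by at least 20 points from the 100% baseline, either direction, mostly lower; inconclusive = compound itself probably fluorescent, or too few beads counted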;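 also: median green fluorescence of bound Bodipy-FL-GTP per Rab7 bead population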
Pf gamet viab: P. falciparum stage V gametocyte viability inhibition. 150,000 tested, 0.065% active. P. falciparum stage V gametocytes, ATP luminescence, 24 h. AID 743093. inhibition, % at 10.9 µM;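 active = inhibition above the mean plus 3 SD of compounds within the control limits, set per campaign, cut at about 38% in these data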;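 also: 0% = DMSO wells and 100% = medium only without gametocytes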
Rab2 wt GTP: changes GTP binding to wildtype dog Rab2A, up or down | P61105 | GST-Rab2 wt beads, Bodipy-GTP binding, flow cytometry | GTP binding activity, % at 10 µM | 190,000 tested, 0.19% active | AID 760;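 active = GTP binding activity at least 20 points away from 100%, either lowered or raised; inconclusive = signal likely due to the compound's own green fluorescence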;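 also: 0% = beads with excess unlabeled GTP and 100% = no-compound control corrected for plate trend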
RGS8-Gao: modulates binding of RGS8 to human Galphao. P09471. AID 1423. 220,000 tested, 0.34% active. response (percent of control binding), % at 10 µM. multiplexed bead flow cytometry; actives lie on both sides; in the data active = response below about 60% or above about 140%; inactive = in between;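 also: Galphao activated as the GDP aluminium fluoride complex binding bead-coupled RGS8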
Target sequence (P09471 whole entry, looked up): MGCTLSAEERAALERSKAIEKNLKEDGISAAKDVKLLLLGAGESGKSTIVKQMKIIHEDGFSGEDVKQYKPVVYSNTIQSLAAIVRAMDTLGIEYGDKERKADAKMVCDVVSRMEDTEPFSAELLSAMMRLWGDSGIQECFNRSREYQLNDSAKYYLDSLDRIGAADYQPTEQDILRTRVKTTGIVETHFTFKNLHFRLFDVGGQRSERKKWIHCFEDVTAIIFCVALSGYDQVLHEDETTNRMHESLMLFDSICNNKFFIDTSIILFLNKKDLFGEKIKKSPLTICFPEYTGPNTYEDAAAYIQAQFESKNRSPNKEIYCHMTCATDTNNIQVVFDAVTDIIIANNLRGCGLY
HRas wt GTP: changes GTP binding to wildtype human HRas. GST-Ras wt beads, Bodipy-FL-GTP binding, flow cytometry; actives lie on both sides. AID 759. 190,000 tested, 0.14% active. P01112. GTP binding activity, % at 10 µM;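 active = GTP binding activity at least 20% away from the 100% baseline, either lowered as inhibitor or raised as activator; inconclusive = flagged as likely green fluorescent, judged across all proteins in the well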;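 also: 0% = unlabeled GTP competition control and 100% = no-compound control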
Mcl-1 Bim block: human Bim-Mcl-1 interaction inhibition; Q07820; Bead-based flow cytometry, Bim peptide-Mcl-1 binding; inhibition, % at 10 µM; 190,000 tested, 0.1% active; in the data active = inhibition above about 40%;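 also: 0% = no compound tracer wells and 100% = peptide blocker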
Numbers without * were called inactive; ? = inconclusive; · = no result given; [ ] = dose if it differs, or a comment. No enrichment for hits; overall some 2.9% were active at least once.

canonical_smiles	Rac1 wt modul	Cdc42 wt GTP	Mcl1 Bid PPI	Rac1 mut GTP	Mcl1 Noxa PPI	Rab7 wt GTP bind	Pf gamet viab	Rab2 wt GTP	RGS8-Gao	HRas wt GTP	Mcl-1 Bim block
CCOC(=O)c1nn(-c2cccc(C)c2)cc1C(=O)c1ccccc1	102	103	5	97	2	101	-3	100	97	100	-2
CC(C)(C)C(=O)NCC12C=CC(O1)C1C(=O)N(c3ccccc3)C(=O)C12 (stereo unspecified)	105	99	-5	96	26	101	·	100	98	102	-12
CC(=O)Nc1ccc(NC(=O)CN(c2ccc(F)cc2)S(=O)(=O)c2ccc3c(c2)OCCO3)cc1	103	101	2	101	0	97	·	100	98	101	-1
Cc1c(C(N)=O)sc2nc(-c3ccccc3)cn12	104	102	-43	102	3	102	·	99	105	100	0
COc1ccc(-c2ccc(/C=C3/C(=N)N4C=CSC4=NC3=O)o2)c([N+](=O)[O-])c1	98	95	75*	95	83*	95	-9	87	99	91	0
COc1nc(N)nc(N2CCOCC2)n1	102	103	-8	99	34	103	·	104	99	102	-3
COc1ccc(CNS(=O)(=O)c2ccc(C3CNC(=O)C3)cc2)cc1 (stereo unspecified)	99	102	0	99	-8	101	·	97	104	101	0
Cn1[nH]c(-c2ccccc2)c(/C=N/O)c1=O	100	97	-51	97	2	104	19	99	104	96	-2
CC(=O)c1ccc(N2CCN(C(=O)/C=C/c3cccs3)CC2)cc1	98	95	-5	91	-6	107	-4	96	99	98	2
NC(=O)CSc1nnnn1-c1ccc(OC(F)(F)F)cc1	106	101	-27	101	-12	100	-9	102	111	103	-7
CCOC(=O)Nc1ccc(C)cc1C	100	97	13	98	-5	95	-42	99	98	98	-4
C#CCOc1ccc(/C=C2\SC(=S)N(Cc3cccnc3)C2=O)cc1	103	98	-4	101	5	103	-4	98	101	100	-3
O=C(CN1CCN(c2ccccc2F)CC1)NC(=O)NCc1ccccc1	107	98	-10	94	11	110	-19	101	100	100	4
COc1ccccc1-c1cc(C(F)(F)F)nc(S(=O)(=O)CCCC(=O)N2CCOCC2)n1	98	98	-26	96	-9	100	2	99	101	98	0
CSc1ccc(CN(C)CC(=O)NCc2ccccc2)cc1	97	96	-18	94	10	99	-16	98	99	98	0
COc1cccc(C(=O)Oc2ccccc2/C=C\C(=O)c2cc3ccccc3o2)c1	106	103	-30	100	20	100	9	99	101	100	-8
C=CCn1cn[nH]c1=S	100	96	-25	96	-2	106	·	100	100	99	-3
O=C1NCCN(Cc2ccoc2)C1CC(=O)N(Cc1ccccc1)CC1CCC1 (stereo unspecified)	99	99	-29	95	-9	104	4	100	98	99	5
O=C(CN1C(=O)c2ccc([N+](=O)[O-])cc2C1=O)NCc1ccco1	94	92	-12	97	4	94	·	94	96	95	0
CCOC(=O)c1sc2nc(CSc3ccccc3)[nH]c(=O)c2c1C	93	94	-17	95	-4	101	-20	98	105	98	1
Fc1ccc(CCNC(=S)Nc2ccc(F)cc2)cc1	100	101	-35	99	18	96	-18	99	104	100	-4
Cc1ccc(/C=N\NC(=O)c2cc(OCC(F)(F)F)ccc2OCC(F)(F)F)cc1	107	103	3	98	12	99	13	99	97	102	-3
CC(C)(C)c1nc(SCC(=O)NCc2cccs2)c2ccccc2n1	99	97	-10	92	0	101	9	96	102	99	0
O=C(NCc1cccs1)c1ccccc1F	108	103	3	100	5	101	·	98	102	103	-10
O=C(CNS(=O)(=O)c1cccs1)NCc1ccc(F)cc1	97	96	-11	96	2	98	-32	96	98	94	0
COc1ccccc1-c1nc(SCc2ccccn2)n[nH]1	102	103	4	98	4	101	·	104	110	100	-4
COc1cc(OC)c(C2CC(=O)N3CN(c4ccccc4)CSC3=C2C#N)cc1OC (stereo unspecified)	106	102	-89	101	18	101	8	102	87	100	-5
CC(C)CC(C(=O)NCc1ccccn1)N1C(=O)c2ccccc2C1=O (stereo unspecified)	96	96	-10	95	14	95	-1	94	100	95	0
COC(CNC(=O)C1CCCN1C(=O)OCc1ccccc1)OC (stereo unspecified)	121*[activator]	119	-9	117	3	115	-48	116	103	115	-2
Cc1cc(N)n(-c2ccccc2)n1	107	104	-62	101	1	102	-17	101	100	103	2
Nc1nonc1-c1noc(CCCOc2ccc(Cl)cc2Cl)n1	110	107	2	101	9	108	13	109	101	106	10
CCO[C@@H]1OC(C(N)=O)=C[C@H](c2cn(C(C)=O)c3ccccc23)[C@H]1CCCO	98	99	-5	96	-13	99	-21	98	102	99	-2
Cc1ccc(Cl)cc1NC(=O)CC1NCCNC1=O (stereo unspecified)	104	102	-1	96	10	102	·	100	104	102	-1
Cc1ccc(-c2[nH]nc3c2C(c2ccsc2)C(C#N)=C(N)O3)cc1 (stereo unspecified)	101	102	-47	98	-14	102	-19	100	104	101	2
CN1c2cccc3cccc(c23)N(C)C1(C)C	104	105	-11	100	47	95	-4	102	84	102	1
Cc1ccc(-n2c(C)nnc2SCC(=O)Nc2ccccc2)cc1	102	99	-8	97	-9	96	·	97	104	100	-4
COc1cccc(C(C(=O)NC2CCCC2)N(Cc2ccco2)C(=O)c2ccco2)c1OC (stereo unspecified)	106	101	-5	100	1	96	·	97	100	99	-4
COc1ccccc1N1CCN(S(=O)(=O)c2cccs2)CC1	106	102	14	99	10	100	·	103	101	101	-2
CS(=O)(=O)NCCOc1ccc(S(=O)(=O)N2CCCc3ccccc32)cc1	100	103	-17	101	0	99	·	103	101	104	-4
COc1ccc(/C=N/N=C2/NC(=O)C(CC(=O)O)S2)cc1OCc1ccc(Cl)cc1 (stereo unspecified)	98	99	-57	98	24	100	·	97	101	97	-16
Cc1oc2c(CN(C)C)c(O)ccc2c(=O)c1-c1ccc2ccccc2n1	102	104	-4	102	-11	104	7	106	103	104	0
Cc1ccc(N2C(=O)NC3(CCCCC3)C2=O)cc1	102	100	-28	99	-12	100	-4	100	111	100	0
OCCN1CCN(Cc2cccc(Oc3ccc(Cl)cc3)c2)CC1	106	102	18	99	28	101	·	101	100	102	-2
COc1ccccc1N1CCN(Cc2nnnn2CCc2ccccc2)CC1	100	102	4	97	18	99	-4	101	103	100	0
O=c1c2ccccc2nc(N/N=C/c2ccccc2)n1O	100	100	-1	99	18	98	15	98	100	98	-1
COC1(NS(=O)(=O)c2ccc(Br)cc2)C(C)=CC(=O)C=C1C	102	97	-84	98	35	104	-6	101	97	97	2
Cc1cc(=O)[nH]c(N=N/C(=N/Nc2ccc(O)cc2)c2ccccc2)n1	?	?	-100	?	-38	?	·	?	94	?	4
CCC(C)NS(=O)(=O)c1ccc(OCC(=O)Nc2ccc(F)cc2F)cc1 (stereo unspecified)	106	102	-11	100	-13	97	·	100	103	103	0
CCOC(=O)c1cc(NC(=O)Nc2cc(C)ccn2)c(C)nc1C	?	?	14	?	-57	?	-5	?	94	?	-3
CCN(CC(=O)NCCc1ccc(S(N)(=O)=O)cc1)Cc1nc2ccccc2c(=O)[nH]1	100	100	-66	96	-1	102	·	100	102	101	1

Other compounds
canonical_smiles	Rac1 wt modul	Cdc42 wt GTP	Mcl1 Bid PPI	Rac1 mut GTP	Mcl1 Noxa PPI	Rab7 wt GTP bind	Pf gamet viab	Rab2 wt GTP	RGS8-Gao	HRas wt GTP	Mcl-1 Bim block
O=C(c1ccccc1)c1cc(F)c(N2CCOCC2)cc1Cl	100	105	3	99	20	100	·	103	100	103	0
CCc1c(C(=O)c2ccc(Cl)cc2)oc2c(C)c3oc(=O)cc(C)c3cc12	98	97	-19	97	-11	97	·	97	94	98	-5
CCN(CC)S(=O)(=O)c1ccc(NC(=O)CN(c2ccc(OC)cc2OC)S(C)(=O)=O)cc1	97	98	-22	94	9	95	-9	96	108	97	-3
Cc1ccccc1NS(=O)(=O)c1cccc(-c2nnc(-c3ccccc3)o2)c1	98	94	-3	96	4	96	12	96	101	95	0
O=C(CN1C(=O)c2ccccc2S1(=O)=O)Nc1ccc(S(=O)(=O)N2CCCCCC2)cc1	99	98	-19	98	0	100	-5	98	104	99	-2
O=C(Oc1ccc2c(-c3ccccc3)cc(=O)oc2c1)C1CCCCC1	91	94	-47	90	·	93	-16	92	101	93	-2
COc1ccc(CCC(=O)Nc2ccccc2C(F)(F)F)cc1	105	104	-30	101	6	108	·	102	101	105	-2
O=C(NCc1ccco1)c1cc(-c2cccnc2)nc2ccc(Cl)cc12	96	95	-18	95	6	96	-3	95	100	97	-5
CC(=O)Cc1nsc(NC(=O)c2ccc(F)cc2)n1	103	100	-21	99	-4	106	-10	101	104	96	-2
CC1C(=O)C(C)C(c2ccc([N+](=O)[O-])cc2)NC1c1ccc([N+](=O)[O-])cc1 (stereo unspecified)	96	92	-3	94	4	90	-28	91	102	95	-6
O=C(Cc1cccs1)N1CCN(c2ccc(F)cc2)CC1	101	101	-25	100	8	100	·	100	103	99	4
CCCCN(C)Cc1c(C)[nH]c2ccc(OCC)cc2c1=O	107	105	-14	98	-2	100	·	101	100	102	0
C=CCSc1nnc2c(n1)OC(c1ccco1)Nc1ccccc1-2 (stereo unspecified)	99	94	-33	101	8	99	6	98	102	99	-3
C=CCOc1ccc(C(=O)Nc2ccc(OCC)cc2)cc1	99	102	-13	97	13	99	·	101	102	98	-2
COc1ccc(Cn2nnnc2C(c2ccc(C)cc2)N2CCN(C3CCCC3)CC2)cc1 (stereo unspecified)	105	98	-22	100	-8	98	13	99	89	99	-3
O=[N+]([O-])c1ccc2c(c1)C(N1CCOCC1)/C(=C/C1(O)CCCCC1)O2 (stereo unspecified)	102	98	-23	97	19	102	10	99	100	102	0
CCC(C)N1CC(C(=O)O)CC1=O (stereo unspecified)	104	103	-16	100	10	106	·	105	102	105	-1
O=C(NNC1CC(=O)N(c2ccc(Cl)cc2)C1=O)c1ccco1 (stereo unspecified)	93	92	-25	94	4	97	-3	100	97	95	-1
COc1ccccc1N1CCN(C(CNS(=O)(=O)c2cc(F)ccc2F)c2cccnc2)CC1 (stereo unspecified)	103	101	1	99	11	99	·	99	99	97	-2
Cc1ccc(NC(=O)CSc2ncc(-c3ccccc3)n2C(=O)c2ccccc2)cc1	102	101	-26	100	-10	100	-7	100	100	99	1
CCC1CCCCN1CCCNC(=O)C1CCC(Cn2c(=O)[nH]c3ccccc3c2=O)CC1 (stereo unspecified)	101	102	-15	98	0	97	-13	98	98	101	3

Screening data (PubChem)
